Screening results: PubChem BioAssay, several laboratories
TRPM1 prom inh: reduces MITF-dependent TRPM1 promoter luciferase signal. SK-MEL-5 TRPM1 promoter luciferase, 24 h. inhibition, % at 12.5 µM. 0.83% of 330,000 active. AID 488899;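 active = mean inhibition across replicates of 60% or more, whatever share of single replicates reaches that level; inconclusive = some that reach 60%, reason not given; inactive = mean inhibition across replicates below 60%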; also: values of inactives mirror those of a sister screen read the other way
NR2E3 ag-1: NR2E3 (human) agonism; 0.12% of 320,000 active; inhibition of corepressor binding, % at 4.78 µM; GST-NR2E3/biotin-RetCOR TR-FRET, 1536-well; Q9Y5X4; AID 2300;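 active = percent inhibition above the cutoff of mean plus 3 SD of all tested compounds, set per screening campaign, cut at about 20% in these data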;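 also: 0% = DMSO wells and 100% = biotin wells as full block of FRET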
Target sequence (Q9Y5X4 whole entry, looked up): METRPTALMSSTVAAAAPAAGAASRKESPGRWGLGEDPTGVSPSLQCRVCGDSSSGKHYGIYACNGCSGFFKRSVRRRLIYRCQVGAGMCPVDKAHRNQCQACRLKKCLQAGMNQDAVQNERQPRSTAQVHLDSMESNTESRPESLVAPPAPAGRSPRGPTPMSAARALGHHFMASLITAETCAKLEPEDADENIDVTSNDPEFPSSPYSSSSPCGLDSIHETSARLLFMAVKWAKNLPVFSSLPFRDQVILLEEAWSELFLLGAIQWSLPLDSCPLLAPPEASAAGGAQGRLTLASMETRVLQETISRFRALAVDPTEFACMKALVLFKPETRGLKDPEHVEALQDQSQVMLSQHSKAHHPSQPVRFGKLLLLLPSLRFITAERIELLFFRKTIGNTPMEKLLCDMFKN
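System: GST-NR2E3 and biotin-RetCOR proteins; probe or stimulus: 7 nM biotin-RetCOR; doses: compound at 4.8 µM, single dose; schedule: Compound–protein incubation for 5 h at 4 °C; detection: time-resolved FRET; read-out: percent inhibition; controls: biotin wells as high control, 0.6% DMSO wells as low control; format: 1536-well plates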
Shn3 3UTR inh: Schnurri-3 reporter inhibition in Clone20 osteoblasts; Clone20 osteoblast Shn3 3'UTR firefly luciferase, 24 h; inhibition, % at 12.5 µM; 0.52% of 360,000 active; AID 588674;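 active = mean inhibition of at least 75% with every replicate also reaching 75%; inconclusive = mean inhibition at least 75% but some replicate below; inactive = mean inhibition below 75%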;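 also: 0% = median of neutral control wells and 100% = pilot-screen positive control compound; some compounds past the cut are filed as inactive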
CF NFkB inh: inhibitors of cystic fibrosis induced NF-kB; KKLEB NF-kB-GFP reporter, PAF-induced, GFP fluorescence overnight; inhibition, % at 5 µM; 0.86% of 360,000 active; AID 588850;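 active = at least 50% inhibition at 5 µM, scaled per plate between neutral and stimulator controls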;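 also: PAF is a Pseudomonas aeruginosa culture filtrate used as stimulus; plate controls were PAF-stimulated DMSO wells for no effect and unstimulated DMSO wells for full effect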
CaV13 ICDI inh: Primary screen for inhibitors of IQ motif and Ca2+-dependent inactivation inhibitor domain binding in CACNA1D, Förster resonance energy transfer in living cells, …; 0.098% of 340,000 active; HEK cells, CFP/YFP FRET ICDI-IQ, plate reader, 10 min; percent FRET-ratio fall versus neutral wells; inhibition, % at 12.3 µM;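 active = mean replicate inhibition of at least 30% and at least 1% of replicates passing that level; inconclusive = only one of the two criteria is met; inactive = neither criterion is met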;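 also: 0% = median of the neutral control wells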
Peg3 prom inh: reduces Peg3 promoter-driven luciferase expression in HeLa. HeLa PEG-Prom luciferase reporter, luminescence, overnight. inhibition, % at 20 µM. 1.7% of 360,000 active;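 active = inhibition of at least 50% at 20 µM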
HIF-2a inh: blocks HIF-2a reporter activity. 786-0 RCC cells HIF-2a reporter, luciferase luminescence, overnight. inhibition, % at 18.8 µM. 0.72% of 360,000 active. AID 624352;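 active = inhibition of the luminescence signal of 40% or more relative to plate controls, in a single-dose primary screen at 18.75 µM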
KKLEB tox: counter-screen for CF NF-kB inhibitors: cytotoxicity | activity change (cytotoxicity), % at 5 µM | KKLEB CF airway cells viability, ATPlite luminescence, overnight; stronger effect = lower value; cells stimulated with P. aeruginosa culture filtrate | 0.36% of 360,000 active;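 active = corrected activity change at or below -50% at 5 µM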
NR2E3 ag-2: activates human NR2E3 receptor; Q9Y5X4; CHO-S Gal4-NCOR/VP16-NR2E3 two-hybrid, luciferase; inhibition of corepressor binding, % at 3.98 µM; 0.35% of 360,000 active; AID 602229;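 active = inhibition above the mean of all tested compounds plus 3 SD, cut at about 70% in these data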;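 also: 0% = DMSO with NR2E3 transfected cells and 100% = cells lacking NR2E3 construct; higher means lower luciferase signal from less NR2E3 corepressor binding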
Vif imaging: blocks HIV Vif function; HEK293T cells, Vif self-association by quenched fluorescence, imaging, 24 h; 0.35% of 340,000 active; inhibition, % at 7.49 µM; AID 602346; in the data active = inhibition above about 50%, passing the limit was not always enough; inconclusive = no clear call, values can overlap the other calls; inactive = below about 31%; also: some results filed as inactive read as strong as hits
PDI inh: PDI (human) enzyme inhibition. P07237. 0.052% of 350,000 active. AID 588391. inhibition, % at 10 µM. PDI insulin aggregation turbidity, A650, 90 min;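 active = mean inhibition across replicates of 30% or more, whatever share of single replicates reach that level; inconclusive = mean inhibition below 30% while every single replicate reaches 30%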;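 also: absorbance from insulin aggregation driven by PDI reduction with DTT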
Target sequence (P07237 whole entry, looked up): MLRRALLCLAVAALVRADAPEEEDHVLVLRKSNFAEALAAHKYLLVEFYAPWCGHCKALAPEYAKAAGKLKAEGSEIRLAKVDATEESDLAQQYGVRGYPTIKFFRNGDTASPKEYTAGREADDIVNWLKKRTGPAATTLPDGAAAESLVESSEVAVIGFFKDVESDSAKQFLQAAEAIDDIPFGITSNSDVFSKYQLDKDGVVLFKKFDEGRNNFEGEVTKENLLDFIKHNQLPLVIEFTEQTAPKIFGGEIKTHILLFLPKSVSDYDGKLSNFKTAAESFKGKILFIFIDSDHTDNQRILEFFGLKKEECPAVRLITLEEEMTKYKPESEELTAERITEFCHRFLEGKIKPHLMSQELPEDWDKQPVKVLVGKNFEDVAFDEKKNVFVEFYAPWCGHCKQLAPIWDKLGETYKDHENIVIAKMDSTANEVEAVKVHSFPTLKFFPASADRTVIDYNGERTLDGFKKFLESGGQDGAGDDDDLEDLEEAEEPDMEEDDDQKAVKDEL
The depositor's hits bear a star; ? = inconclusive; · = no result given. The order is random; about 3.3% have a hit in one of these screens.

SMILES	TRPM1 prom inh	NR2E3 ag-1	Shn3 3UTR inh	CF NFkB inh	CaV13 ICDI inh	Peg3 prom inh	HIF-2a inh	KKLEB tox	NR2E3 ag-2	Vif imaging	PDI inh
C=C(C)c1cccc(C(C)(C)NC(=O)N2CCCCC2CC)c1 (stereo unspecified)	5	-4	10	-4	·	16	15	0	2	-10	-5
O=C(NC(C(=O)N/N=C/c1ccccc1)c1n[nH]c(=O)c2ccccc12)c1ccccc1 (stereo unspecified)	-8	-1	15	4	-5	-4	-15	10	6	-11	-3
O=C(CCSc1ccccc1)N1CCN(c2ccccc2)CC1	-50	3	-22	0	-6	-236	-208	-9	-98	5	3
CCCn1cnc2scc(-c3ccc(C)cc3)c2c1=O	9	1	-10	21	1	12	13	-10	-12	-2	-5
COc1ccc(NC(=O)CSCc2ccc(C#N)cc2)c(OC)c1	9	-2	-8	17	-1	9	6	-4	10	-1	4
CCOC(=O)C(CC(=O)O)NCc1ccco1 (stereo unspecified)	-5	2	15	7	5	7	10	5	-10	2	1
Cn1nc(C(=O)NC2CCCCC2)c2c1-c1ccccc1S(=O)(=O)C2	-7	4	-4	-4	-3	18	-17	-2	2	14	-1
CCCCn1nc(NC(=O)c2cccs2)c2cc3ccccc3nc21	-23	0	-9	10	-8	-35	-229	10	-20	-27	-2
CCCn1c(=S)[nH]c2cc(C(=O)N3CCCC(C(=O)OCC)C3)ccc2c1=O (stereo unspecified)	17	1	39	-3	-6	24	15	-6	-21	-5	-4
Cc1cc2c(cc1C)N(C(=O)CSC1=NCCS1)C(C)(C)c1ssc(=S)c1-2	11	-1	39	-5	-5	35	-3	-8	-4	0	-2
COc1cccc2cc(C(=O)N3C(C)CCCC3C)c(=O)oc12 (stereo unspecified)	-7	1	2	-14	·	7	3	10	-3	-13	2
CC(=O)N(c1ccc(Cl)cc1)c1cn(C(C)=O)c2ccccc12	3	1	-5	6	3	9	13	5	4	3	-2
Cc1cc(C2=NNC(=Nc3ccccc3)SC2)c(C)n1C	-71	0	-11	1	-2	-277	-35	-3	-27	1	17
Cn1c(=O)n(C)c2cc(S(=O)(=O)NCCO)ccc21	-5	-2	-8	1	-8	0	14	12	-2	-3	7
Cc1c(C(=O)NNS(=O)(=O)c2ccccc2Cl)sc(=S)n1C	-6	-1	33	14	-3	15	16	-4	-10	-14	-14
Cc1cc2c(Nc3ccccc3)ncnc2s1	-11	2	-37	10	-6	-25	-64	-4	-12	-5	1
CCn1ncc(Br)c1C(=O)Nc1ccc(C(C)C)cc1	-7	4	-30	-4	-3	-117	-173	6	-29	-5	-2
CN1CCC(C)(C(=O)Nc2ccc3c(c2)OCCO3)C1 (stereo unspecified)	·	·	-7	2	-6	-5	9	-8	2	14	2
Cc1ccccc1-n1cnc2c(sc3nc(N4CCOCC4)c4c(c32)CCCC4)c1=O	-2	-3	-13	20	-5	20	12	-8	-11	-17	-1
CCC1CCCCN1c1nc(-c2ccncc2)nc2ccccc12 (stereo unspecified)	-10	0	9	24	-10	34	-5	-23	2	19	-15
CC(=O)N(/N=C1/C(=O)Nc2ccccc21)c1ccccc1	-32	-1	-69	-17	-22	-242	-158	15	-67	23	0
C=CCn1c(=O)c2ccc(C(=O)NCc3ccccc3)cc2n(Cc2ccc(C)cc2)c1=O	·	0	11	32	-6	14	4	-19	-31	9	7
Cc1ccc(NC(=O)c2ccc(S(=O)(=O)NCC3CCCO3)cc2)cc1C (stereo unspecified)	1	5	-6	24	·	1	0	-6	-11	-5	9
CCn1c(N2CCN(CC(=O)c3c(C)n(C)c4ccc(OC)cc34)CC2)nc2c1c(=O)[nH]c(=O)n2C	·	-2	6	18	-5	21	20	-2	-32	-3	-10
COC(=O)N/N=C/c1ccccc1OCCOc1ccc(OC)cc1	-25	3	-31	-1	-5	-35	-50	-2	-27	22	4
Cn1cc(/C=C/C(=O)N2CCCC(C(=O)c3cccc(C(F)(F)F)c3)C2)cn1 (stereo unspecified)	-3	7	1	-14	-3	-11	-11	-3	-8	1	-1
O=C(NCc1ccco1)C1CCN(S(=O)(=O)c2cccc3cccnc23)CC1	17	-2	-10	-14	12	0	6	-3	-2	2	2
O=C(CN(C(=O)CNC(=O)c1ccco1)c1ccccc1F)NC1CCCCC1	0	-1	-6	-13	-7	5	8	2	-17	28	4
CCNS(=O)(=O)c1cc(OC)c(Cl)cc1OC	-2	-2	-25	-19	-5	5	5	-4	10	5	-1
Cc1nn(C)c(Cl)c1CN1CCC(n2nccc2NC(=O)C2CCCC2)CC1	-2	·	17	13	-3	7	20	-4	3	-9	-1
CN(Cc1cccs1)C(=O)CSc1nc2ccccc2[nH]1	-36	1	-48	11	-19	-112	-140	1	-42	10	-4
O=C(Nc1ccc2c(c1)OCO2)C1CCCN1C(=O)OCc1ccccc1 (stereo unspecified)	10	-1	17	2	·	0	8	2	-11	1	-5
O=C(CN1C(=O)c2ccccc2C1=O)N1CCOCC1	1	3	-25	-11	0	8	1	-7	-19	23	11
CC(C)(C)OC(=O)N(CCc1ccccc1)Cc1cccc(OCc2cccc(NC(=O)C3CCC3)c2)c1	0	·	27	-8	-10	14	13	-6	-5	5	1
COc1ccc(CN2CCN(CCCCOc3ccc(Cl)cc3)CC2)c(OC)c1OC	4	2	76	1	7	3	1	-12	13	-2	-19
CCc1c(C)c2ccc(O)c(CN3CCCC3)c2oc1=O	-36	·	-1	-6	-18	18	15	0	-8	-6	-2
COCC(=O)N[C@@H]1c2ccccc2CC[C@@H]1OCc1ccccc1	0	·	-1	-6	-5	0	0	16	-25	9	0
Cc1cc2n(n1)C(c1c[nH]c3ccccc13)Nc1ccccc1-2 (stereo unspecified)	20	0	1	-8	·	8	-16	-8	1	10	4
COc1ccc2nc(/C=N/NC(=O)CCNC(=O)OC(C)(C)C)ccc2c1	-36	0	-30	-9	-10	-91	-155	6	-17	-5	3
O=C(O)CN1C(=O)C2C3CCC(C3)C2C1=O (stereo unspecified)	·	·	1	16	-6	10	6	-5	20	7	-9
O=[N+]([O-])c1ccc(N2CCOCC2)cc1	-2	·	-6	-31	-5	-19	-28	23	-12	9	14
Cc1ccc(N2CC(C(=O)N3CCC(c4nc5ccccc5[nH]4)CC3)CC2=O)cc1C (stereo unspecified)	9	3	-16	-21	-6	-3	2	1	-25	-3	3
Nc1c(C(=O)O)cnc2c(-c3ccc(Cl)cc3)cnn12	4	2	-43	26	8	-138	-119	-6	-84	-3	1
COC(=O)C1=C(CSc2nc3c(cc2C#N)CN(C)CC3)OC(N)=C(C#N)C1c1ccc(F)cc1 (stereo unspecified)	10	4	-16	11	-9	8	11	2	-37	8	1
COc1ccc(NC(=O)[C@@H]2[C@@H]3C(=O)N(C4CCCCC4)C(=O)[C@@H]3C3c4ccccc4C=CN32)cc1 (stereo partly specified)	26	-2	1	6	·	15	8	3	-5	7	2
COc1ccc2[nH]c(=O)c(CN(CCc3cccc(C)c3)C(C)=O)cc2c1	12	-2	17	4	-4	-3	27	1	-11	-2	-7
Cc1ccc2[nH]c(O)c(N=NC(N)=S)c2c1	-11	-7	-19	-20	-6	-16	-50	-1	-22	-3	6
O=C(CNC(=O)c1cc(=O)[nH]c2ccccc12)Nc1ccc(F)c(F)c1	-2	2	-18	-11	-4	6	-1	-19	-22	-33	5
Cc1ccc(/C=[N+](\[O-])c2ccc(N(C)C)cc2)c2nsnc12	7	·	?	68*	-5	-158	21	-24	-128	5	-2
N#CC1(Cc2ccccc2)c2ccccc2C=CN1C(=O)c1ccccc1 (stereo unspecified)	4	1	17	12	-5	13	4	-10	-10	-2	-3

The results go on.
SMILES	TRPM1 prom inh	NR2E3 ag-1	Shn3 3UTR inh	CF NFkB inh	CaV13 ICDI inh	Peg3 prom inh	HIF-2a inh	KKLEB tox	NR2E3 ag-2	Vif imaging	PDI inh
COc1cccc2c1cc1c(=O)n(CC(=O)N3CCC(C)CC3)nc(C)n12	4	5	2	-22	-5	3	-15	-7	-1	12	-3
O=C1CC(N2CCCCC2)C(=O)N1c1ccccc1 (stereo unspecified)	-4	-1	-6	-12	·	6	9	4	-19	3	7
CSc1ccccc1NC(=O)Nc1cccc(Cl)c1Cl	-19	0	1	-14	-7	-45	-32	16	-30	0	-2
Cc1cc(=O)oc2cc(OCC(=O)N3CCOCC3)ccc12	7	·	-9	3	·	10	7	0	-15	6	3
CCOCC(=O)Nc1nc2ccc(OCC)cc2s1	-44	0	-33	-6	-5	-266	-219	-10	-100	2	6
O=C(NCCOc1ccc(F)cc1)C1CCC(=O)N(CCN2CCOCC2)C1 (stereo unspecified)	-11	0	-9	-8	-2	5	8	0	-9	0	3
Cn1c(NC(=O)C(C)(C)Oc2ccc(Cl)cc2)cc(=O)n(C)c1=O	3	3	-1	-18	-6	2	-1	-3	-5	5	9
CCOC(=O)N1CCN(c2cc(=O)n(Cc3ccc(F)cc3)c(=O)[nH]2)CC1	16	-2	15	10	-5	14	-3	-3	8	-3	-10
COc1ccc(Cl)cc1-c1noc([C@@H]2O[C@H](CO)[C@H](O)[C@H](O)[C@H]2O)n1	·	·	0	-17	-7	15	8	-3	-19	-2	2
c1ccc(CCn2c(SCc3ccccc3)nnc2-c2ccncc2)cc1	0	-6	10	-11	-5	7	14	1	11	0	9
COc1cccc(NC(=S)N2CCN(C(c3ccccc3)c3ccccc3)CC2)c1	2	-1	12	10	-3	-17	8	-2	40	-4	-2
CCN(CC)S(=O)(=O)c1ccc(NC(=O)c2cc(=O)[nH]c3ccccc23)cc1	-3	-2	-6	0	-4	4	23	9	-28	-2	9
CCN1CCN(c2ccc(NC(=O)c3cccc4ncccc34)cc2)CC1	15	1	-11	-23	-10	3	2	22	-4	-15	6
COc1ccc(NC(=O)c2ccc3ccccc3n2)cc1S(=O)(=O)N1CCCCC1	-25	-2	-24	-20	-1	-45	-143	-2	-61	-10	-7
COc1ccc2[nH]c(=O)c(CN(C(=O)NC3CCCCC3)C3CCCC3)cc2c1	-4	0	24	-5	-6	3	19	5	11	-1	4
Cc1ccc(NC(=O)C2(C)CCN2C(=O)C2CCCCC2)cc1C (stereo unspecified)	·	·	-22	17	-5	-7	5	1	-12	·	-4

Another view of 2 compounds above:
Structure | TRPM1 prom inh | NR2E3 ag-1 | Shn3 3UTR inh | CF NFkB inh | CaV13 ICDI inh | Peg3 prom inh | HIF-2a inh | KKLEB tox | NR2E3 ag-2 | Vif imaging | PDI inh
CCN(CC)S(=O)(=O)c1ccc(NC(=O)c2cc(=O)[nH]c3ccccc23)cc1 | -3 | -2 | -6 | 0 | -4 | 4 | 23 | 9 | -28 | -2 | 9
CCN1CCN(c2ccc(NC(=O)c3cccc4ncccc34)cc2)CC1 | 15 | 1 | -11 | -23 | -10 | 3 | 2 | 22 | -4 | -15 | 6
